Compound activity as filed in PubChem.
DNA FID counter – counter-screen for HCV NS3 helicase inhibitors: DNA intercalator displacement | DNA fluorescent intercalator displacement, fluorescence | inhibition, % at 7.9 µM | 290,000 tested, 0.17% active; in the data active = inhibition above about 37%;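 also: 0% = vehicle and 100% = reference compound; higher means more ethidium bromide displaced from hairpin DNA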
IMP-1 inhibitor – inhibitors of Pseudomonas aeruginosa IMP-1 metallo-beta-lactamase. purified IMP-1, nitrocefin hydrolysis, epi-absorbance fluorescence. inhibition, % at 5.6 µM. 290,000 tested, 0.45% active;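 active = inhibition above the mean plus 3 SD of all compounds in the same screening run, cut at about 4.5% in these data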;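 also: 0% = IMP-1 with DMSO and 100% = DMSO wells lacking enzyme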
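assay system = purified recombinant IMP-1 metallo-beta-lactamase enzyme | schedule = 15 min preincubation plus 25 min reaction at 25 °C | signal = Epi-absorbance fluorescence, 480 nm excitation, 530 nm emission | read-out basis = percent inhibition from optical density relative to buffer-blank wells | controls = IMP-1 with DMSO as 0%, enzyme-free DMSO as 100%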
OXTR ag – activates the human oxytocin receptor; CHO-OTR cells, Fluo-8 calcium fluorescence; normalized: DMSO 0%, oxytocin 100%; 320,000 tested, 0.32% active; AID 2435; activation, % at 3 µM; P30559;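 active = activation above the mean of all tested compounds plus 3 SD, cutoff set per screening run, cut at about 20% in these data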;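 also: peak over basal fluorescence ratio from a 100 s FLIPR kinetic read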
V1R ag counter – activates human V1a receptor in oxytocin agonist counter-screen; AID 2797; P37288; activation, % at 3 µM; CHO-V1R cells, Fluo-8 calcium fluorescence, agonist mode; 0% DMSO, 100% 3 nM vasopressin; 320,000 tested, 0.25% active;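 active = activation above the mean activation of all tested compounds plus 3 SD, per screening run, cut at about 20% in these data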;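 also: signal is peak over basal fluorescence ratio across a 100 second FLIPR read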
Target sequence (P37288 whole entry, looked up): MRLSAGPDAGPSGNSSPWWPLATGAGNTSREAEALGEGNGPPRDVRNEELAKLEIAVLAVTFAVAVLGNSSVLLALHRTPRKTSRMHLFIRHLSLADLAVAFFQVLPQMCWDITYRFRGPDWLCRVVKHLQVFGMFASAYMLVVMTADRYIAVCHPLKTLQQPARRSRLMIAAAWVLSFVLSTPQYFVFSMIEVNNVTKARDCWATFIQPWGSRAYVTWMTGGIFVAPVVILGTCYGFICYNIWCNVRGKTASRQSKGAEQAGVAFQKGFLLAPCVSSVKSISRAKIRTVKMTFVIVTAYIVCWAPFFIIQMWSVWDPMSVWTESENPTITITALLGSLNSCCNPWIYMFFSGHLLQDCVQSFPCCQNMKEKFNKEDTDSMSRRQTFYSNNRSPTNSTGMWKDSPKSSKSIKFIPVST
GalR3 antagonist – antagonists of human GalR3; HEK293 GalR3-CNG cAMP membrane potential fluorescence; galR3 body fused to GalR1 C-terminus; O60755; AID 651719; inhibition, % at 3 µM; 360,000 tested, 0.44% active;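 active = inhibition above the screen-wide average plus 3 SD, cut at about 13% in these data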;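 also: forskolin and galanin both at EC90 stimulate the cells; cAMP rise reported by CNG channel membrane potential dye signal; 0% = forskolin plus galanin with DMSO and 100% = forskolin alone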
Target sequence (O60755 1-299 limits assumed): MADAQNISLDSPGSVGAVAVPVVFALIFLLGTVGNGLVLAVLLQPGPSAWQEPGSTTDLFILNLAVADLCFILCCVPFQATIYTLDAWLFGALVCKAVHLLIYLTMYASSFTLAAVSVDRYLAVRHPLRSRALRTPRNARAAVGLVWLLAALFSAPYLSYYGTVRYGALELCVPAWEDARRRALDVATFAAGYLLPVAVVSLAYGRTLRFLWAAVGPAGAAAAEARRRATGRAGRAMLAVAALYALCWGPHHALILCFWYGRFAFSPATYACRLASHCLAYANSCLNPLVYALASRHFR
PHOSPHO1 inh – PHOSPHO1 (human) inhibition. Q8TCT1. AID 1565. recombinant PHOSPHO1, absorbance phosphatase assay. 290,000 tested, 1.1% active. inhibition, % at 13.3 µM; in the data active = inhibition above about 60%
Target sequence (Q8TCT1 whole entry, looked up): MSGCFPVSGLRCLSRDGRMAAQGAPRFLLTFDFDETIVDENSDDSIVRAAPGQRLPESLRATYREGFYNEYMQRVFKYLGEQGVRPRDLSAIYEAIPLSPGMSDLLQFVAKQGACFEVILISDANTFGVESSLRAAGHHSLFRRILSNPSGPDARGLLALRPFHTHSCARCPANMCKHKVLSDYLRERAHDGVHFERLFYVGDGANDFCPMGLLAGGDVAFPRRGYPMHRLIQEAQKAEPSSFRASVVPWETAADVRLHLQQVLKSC
NS3 helicase inh – HCV NS3 helicase inhibition; NS3 helicase DNA unwinding, Cy5 molecular beacon fluorescence; inhibition, % at 10.9 µM; AID 1800; 290,000 tested, 0.56% active;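 active = inhibition above the mean of all tested compounds plus 3 SD, set per campaign, cut at about 35% in these data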;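 also: 0% = DMSO wells and 100% = thioflavine S control wells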
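Measured by: Cy5 fluorescence, 0 and 60 min reads / Assay system: NS3 helicase fragment of HCV / Control set: low DMSO, high thioflavine S at 110 µM / Times: 1 h reaction at 25 °C, ATP-initiated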
GPR7 antag – antagonists of human GPR7 (neuropeptides B/W receptor 1). 290,000 tested, 1.1% active. P48145. AID 1861. inhibition, % at 4.4 µM. GPR7-expressing cells, fluorescence antagonist assay; in the data active = inhibition above about 16%, passing the limit was not always enough;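 also: cells stimulated with the agonist NPW; 0% = agonist with vehicle and 100% = vehicle without agonist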
VIM-2 inh – blocks Pseudomonas aeruginosa VIM-2 metallo-beta-lactamase | purified VIM-2, nitrocefin hydrolysis, epi-absorbance fluorescence | inhibition, % at 5.6 µM | 290,000 tested, 0.89% active | AID 1527;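 active = inhibition above the mean of all tested compounds plus 3 SD, cutoff set per screening run, cut at about 7.5% in these data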;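 also: red hydrolysis product quenches plate fluorescence so inhibitors raise well fluorescence; 0% = enzyme with DMSO and 100% = DMSO without enzyme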
Starred values were filed as active, the others as inactive; x = not tested or not shown.

[1] Cn1cccc1-c1cc(C(=O)N/N=C/c2cccc(O)c2)[nH]n1
[2] CN(Cc1ccccc1)C(=O)CN1C(=O)c2ccc([N+](=O)[O-])cc2C1=O
[3] O=c1[nH][nH]c(C(F)(F)F)c1C=NCc1cccc(Cl)c1
[4] O=C(CSc1nc(-c2ccccc2)c(-c2ccccc2)o1)Nc1nnc(-c2ccccc2)s1
[5] COC(=O)CN1C(=O)COc2ccc(S(=O)(=O)N3CCOCC3)cc21
[6] O=C(Nc1ccc(N2CCN(C(=O)c3ccco3)CC2)cc1)c1ccc(F)cc1
[7] Cn1c(N2CCN(S(=O)(=O)c3ccc(F)cc3)CC2)nc2ccccc21
[8] O=C(/C=C/c1ccc(Cl)cc1)NC(=S)NN1CCCCC1c1cccnc1 (stereo unspecified)
[9] Cc1cc(NC(=O)CSc2nc(N)c(NC(=O)c3ccccc3)c(=O)[nH]2)no1
[10] Cc1cc(-c2ccc(Cl)cc2)c2cnn(C(C)C)c2n1

Screen / compound no.,1,2,3,4,5,6,7,8,9,10
DNA FID counter,-8,-8,-2,0,-11,-14,-15,-21,-3,-22
IMP-1 inhibitor,-2.8,-1.9,1.8,-2.8,-3.9,-3.1,2.1,-3.3,0.1,-1.2
OXTR ag,0.1,-0.1,0.3,-0.7,0.1,-1.6,-1.2,-1.7,0.1,-2.0
V1R ag counter,0.5,0.5,0.5,-1.0,0.0,1.0,4.4,-1.4,0.1,-0.5
GalR3 antagonist,4,-9,-2,1,-2,1,-1,x,-2,-6
PHOSPHO1 inh,-10,15,21,14,-30,19,19,-30,12,20
NS3 helicase inh,11,19,-1,8,4,2,-2,-2,7,-5
GPR7 antag,-3,17,-8,-8,-4,-6,-1,-17,10,10
VIM-2 inh,-2.6,1.7,-3.5,-1.8,-3.7,-2.7,1.3,-2.8,0.6,-0.5

[11] CCC(C)c1ccc(NS(=O)(=O)c2c(C)[nH]c(=O)[nH]c2=O)cc1 (stereo unspecified)
[12] O=C(c1ccc2c(=O)n3c(nc2c1)CCCCC3)N1CCN(c2ccccc2)CC1
[13] O=C(/C=C/Nc1ccc(F)c(Cl)c1)c1ccccc1
[14] CSc1cccc(NC(=O)N2CCc3ccc(NC(=O)c4ccccn4)cc3C2)c1
[15] CCC(C)(C)NC(=O)Cc1ccc(F)cc1
[16] CCOC(=O)c1cc(OC(=O)c2ccccc2)n(-c2ccccc2)n1
[17] CC1(C)C2CC=C(/C=N/NC(=S)Nc3cccnc3)C1C2 (stereo unspecified)
[18] COc1ccc(CNC(=O)C2CCN(S(=O)(=O)N3CCCCC3)CC2)c(OC)c1
[19] CC(Nc1c[nH]c(=O)[nH]c1=O)c1ccccc1 (stereo unspecified)
[20] CC(C)(C)c1ccc(OCC(=O)NCCN2CCOCC2)cc1

Screen / compound no.,11,12,13,14,15,16,17,18,19,20
DNA FID counter,-8,-42,-7,-29,-2,-22,-11,-34,-3,-2
IMP-1 inhibitor,-2.3,-2.1,1.4,-3.7,-2.0,-2.5,-3.1,-3.4,-0.5,-2.8
OXTR ag,0.4,-0.1,-1.2,2.4,9.9,0.6,-1.7,-1.2,x,1.0
V1R ag counter,-0.3,-1.6,-1.3,7.0,0.0,0.2,-1.2,-0.3,x,0.8
GalR3 antagonist,-5,-5,-11,0,-4,1,-4,-7,-4,-5
PHOSPHO1 inh,16,27,-11,32,13,17,-1,24,29,40
NS3 helicase inh,5,-7,1,-11,3,1,2,7,-1,-2
GPR7 antag,-14,-11,4,8,-11,-1,-15,3,-4,-9
VIM-2 inh,-2.0,-1.0,2.9,-3.1,-1.4,-3.4,-2.5,-1.2,-1.8,-2.3

Ordered by molar mass (descending): part of the list above
[18] COc1ccc(CNC(=O)C2CCN(S(=O)(=O)N3CCCCC3)CC2)c(OC)c1
[14] CSc1cccc(NC(=O)N2CCc3ccc(NC(=O)c4ccccn4)cc3C2)c1
[12] O=C(c1ccc2c(=O)n3c(nc2c1)CCCCC3)N1CCN(c2ccccc2)CC1
[11] CCC(C)c1ccc(NS(=O)(=O)c2c(C)[nH]c(=O)[nH]c2=O)cc1 (stereo unspecified)
[20] CC(C)(C)c1ccc(OCC(=O)NCCN2CCOCC2)cc1
[10] Cc1cc(-c2ccc(Cl)cc2)c2cnn(C(C)C)c2n1
[13] O=C(/C=C/Nc1ccc(F)c(Cl)c1)c1ccccc1
[15] CCC(C)(C)NC(=O)Cc1ccc(F)cc1

Screen / compound no.,18,14,12,11,20,10,13,15
DNA FID counter,-34,-29,-42,-8,-2,-22,-7,-2
IMP-1 inhibitor,-3.4,-3.7,-2.1,-2.3,-2.8,-1.2,1.4,-2.0
OXTR ag,-1.2,2.4,-0.1,0.4,1.0,-2.0,-1.2,9.9
V1R ag counter,-0.3,7.0,-1.6,-0.3,0.8,-0.5,-1.3,0.0
GalR3 antagonist,-7,0,-5,-5,-5,-6,-11,-4
PHOSPHO1 inh,24,32,27,16,40,20,-11,13
NS3 helicase inh,7,-11,-7,5,-2,-5,1,3
GPR7 antag,3,8,-11,-14,-9,10,4,-11
VIM-2 inh,-1.2,-3.1,-1.0,-2.0,-2.3,-0.5,2.9,-1.4

More records:
[21] COc1ccc(CCN2C(=O)CN(Cc3ccccc3)CC2=O)cc1OC
[22] CC(C)C[C@@H](CSc1ccc(Br)cc1)N1CCN(C)CCC1=O
[23] COc1ccc(-n2nc3c(c2NC(=O)c2cc4ccccc4o2)CS(=O)(=O)C3)cc1
[24] Cc1ccccc1C(=O)N1CCN(c2ncnc3c2cnn3-c2ccccc2)CC1
[25] COC(=O)CSC1=C(C#N)C(c2ccccc2F)CC(=O)N1 (stereo unspecified)
[26] O=C(CCn1c(=O)sc2ccccc21)Nc1nccs1
[27] Cc1ccc(N(C(=O)CNC(=O)c2ccco2)C(C(=O)NC2CCCC2)c2cccnc2)c(C)c1 (stereo unspecified)
[28] COCCn1nnnc1C(CC(C)C)N1CCN(C(=O)c2ccco2)CC1 (stereo unspecified)
[29] CNC(=O)C1CCN(S(=O)(=O)c2c(C)noc2/C=C/c2ccc(OC)cc2)CC1
[30] O=C(NCC(O)COc1ccc([N+](=O)[O-])cc1)Nc1ccccc1 (stereo unspecified)

Screen / compound no.,21,22,23,24,25,26,27,28,29,30
DNA FID counter,-30,x,-33,-15,x,-5,-39,-4,-27,3
IMP-1 inhibitor,1.3,x,-0.9,-1.1,x,-4.0,-1.5,-0.4,-1.9,-1.2
OXTR ag,-0.7,2.2,0.3,14,-0.1,-0.2,0.8,x,-0.6,-0.9
V1R ag counter,-0.5,1.2,0.2,11,0.4,-0.2,1.4,x,3.5,0.8
GalR3 antagonist,-3,10,0,-2,4,-2,-10,-3,x,-3
PHOSPHO1 inh,2,22,22,18,8,7,51,10,-14,3
NS3 helicase inh,0,x,0,-1,x,6,1,2,-13,-3
GPR7 antag,4,x,-27,-2,x,-4,-2,1,1,-6
VIM-2 inh,0.0,x,-2.1,0.9,x,0.1,-0.8,0.2,0.1,-3.2

[31] COc1cc(C(=O)N/N=C/c2ccc(OC(=O)c3ccccc3Cl)cc2)ccc1O
[32] CCC(=O)N(Cc1cc2ccccc2[nH]c1=O)c1ccc(OC)cc1
[33] COC(=O)c1ccccc1NC(=S)NC(=O)COc1ccc(C)cc1
[34] Cc1nn(CCCC(=O)Nc2ccccn2)c(C)c1[N+](=O)[O-]
[35] Cc1c(N=Nc2ccc(N(C)C)cc2)c(=O)n(-c2ccccc2)n1C
[36] NC(=O)c1ccc[n+](CC(=O)c2cccc([N+](=O)[O-])c2)c1
[37] COc1ccc(OCC(=O)Nc2ccncc2)cc1
[38] O=C(Nc1ccc(S(=O)(=O)Nc2nccs2)cc1)c1cccc(F)c1
[39] COc1ccc(-c2noc(CSc3nc4sc(C)c(C)c4c(=O)n3-c3ccccc3)n2)cc1OC
[40] COc1ccccc1NC(=O)CSc1nnc(C2CCCCC2)o1

Screen / compound no.,31,32,33,34,35,36,37,38,39,40
DNA FID counter,-36,-17,-4,-4,-16,-1,-4,-6,5,-15
IMP-1 inhibitor,-1.6,-3.0,-1.6,-1.9,-3.3,-4.7,-1.0,-1.0,-0.2,-1.7
OXTR ag,2.3,-0.5,5.4,2.0,x,0.0,1.9,0.3,-0.7,-0.7
V1R ag counter,2.7,0.1,7.2,1.3,x,0.9,5.2,0.9,0.3,0.1
GalR3 antagonist,-1,-6,-2,-3,4,-11,-2,-1,-9,-1
PHOSPHO1 inh,6,8,x,43,16,26,25,0,19,-12
NS3 helicase inh,-6,4,-14,9,-10,12,-5,-9,-6,-6
GPR7 antag,-16,9,-4,-10,-6,-2,-10,-4,1,15
VIM-2 inh,-3.1,-0.7,-7.2,-0.5,-3.4,-2.1,0.0,2.5,0.0,-0.7

[41] CCOc1ccc(CC(=O)NCC2(N3CCCCC3)CCCCC2)cc1
[42] COc1cc2c(cc1OC)CN(C(=O)Cn1ccccc1=O)CC2
[43] CC(C)C(CC(=O)NCc1ccco1)c1ccco1 (stereo unspecified)
[44] CN(CCOC(=O)c1ccccc1)Cc1ccccc1
[45] Cc1nc2cc3ccccc3cc2c(=O)[nH]1
[46] CCN(Cc1ccccc1)c1ccc(/C=N/NC(=O)c2cccc(S(=O)(=O)N3CCOCC3)c2)cc1

Screen / compound no.,41,42,43,44,45,46
DNA FID counter,3,-6,-6,2,-7,-10
IMP-1 inhibitor,0.6,-4.5,-3.1,-2.7,-3.5,-1.6
OXTR ag,0.1,0.4,-0.9,-2.0,1.2,-1.9
V1R ag counter,-0.5,0.7,0.9,-0.1,0.6,-0.7
GalR3 antagonist,-2,x,0,1,-7,24*
PHOSPHO1 inh,4,50,-10,14,32,5
NS3 helicase inh,3,27,16,-3,1,-11
GPR7 antag,-4,0,-18,-2,-4,-7
VIM-2 inh,-2.5,-2.1,-1.0,0.0,-1.8,-3.0
